Giardia FBPA inh: qHTS Assay for Inhibitors of Fructose-1,6-bisphosphate Aldolase from Giardia Lamblia. Potency, µM (top dose mostly 59.6 µM), for the others: at the highest dose activity, negative = inhibition, hits mostly inhibitors. 290,000 tested, 0.71% active. purified Giardia FBPA; note: potency is the fitted concentration of half-maximal effect; % is set by controls: 0 for no effect and ±100 for the full control effect; nearly all actives have a fitted effect of over 55% in size
Target sequence (A8B2U2 whole entry, looked up): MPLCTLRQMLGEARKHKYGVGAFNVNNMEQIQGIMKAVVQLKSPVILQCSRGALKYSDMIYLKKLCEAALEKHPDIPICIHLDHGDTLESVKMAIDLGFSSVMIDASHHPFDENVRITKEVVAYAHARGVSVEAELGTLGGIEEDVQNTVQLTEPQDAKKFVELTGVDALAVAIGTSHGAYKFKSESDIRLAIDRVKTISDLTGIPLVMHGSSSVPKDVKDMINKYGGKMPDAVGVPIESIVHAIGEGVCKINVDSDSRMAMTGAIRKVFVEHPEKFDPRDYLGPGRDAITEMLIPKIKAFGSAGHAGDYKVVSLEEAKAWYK
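40 nM FBPA preincubated 10 min at RT with compound (up to 57.5 uM final), then substrate plus GAPDH/TPI/NAD/arsenate coupling and diaphorase/resazurin added. Fluorescence read after 20 min at RT, 525/598 nm.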
Shiga toxin inh: A qHTS for Small Molecule Inhibitors of Shiga Toxin. Vero cells, Shiga toxin protein synthesis inhibition reporter. inhibition, % at 38.7 µM. 290,000 tested, 9.2% active. AID 2315, 2010; in the data active = inhibition mostly above about 28%, no sharp cut-off; inactive = mostly below about 43%; note: 0% is about no effect
Pf growth 96h: Primary qHTS for delayed death inhibitors of the malarial parasite plastid, 96 hour incubation; AID 504834, 2011; 320,000 tested, 6.9% active; P. falciparum luciferase reporter growth, 96 h; Potency, µM (series often up to 28.7 µM), without a hit: at the top dose activity change, negative = inhibition, usual class: inhibitors; note: potency is the fitted concentration of half-maximal effect; % is set by controls: 0 for no effect and ±100 for the full control effect
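96 h incubation, 37 C, 5% CO2, of luciferase-reporter P. falciparum-infected RBCs (2% hematocrit, 0.05% parasitemia final) with test compounds; endpoint luminescence.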
Sm TGR inh: qHTS Assay for the Inhibitors of Schistosoma Mansoni Peroxiredoxins; AID 485364, 2010; 360,000 tested, 3% active; purified TGR, DTNB reduction, TNB absorbance 405 nm; Potency, µM (doses to about 114 µM), inactives show at the highest dose activity change, negative = inhibition, hits mostly inhibitors; Schistosoma mansoni thioredoxin glutathione reductase (TGR), Q962Y6; note: potency is the fitted concentration of half-maximal effect; % is set by controls: 0 for no effect and ±100 for the full control effect; nearly all actives have a fitted effect of over 60% in size
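Kinetic colorimetric format: TGR-catalysed, NADPH-driven DTNB reduction monitored via TNB absorbance. Enzyme dispensed at 20 nM; compound exposure 15 min at room temperature before reaction start.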
CHX counter: Cycloheximide Counterscreen for Small Molecule Inhibitors of Shiga Toxin; 300,000 tested, 12% active; max response, %; cell reporter, cycloheximide protein synthesis inhibition counterscreen; in the data active = max response mostly above about 13%, no sharp cut-off; inactive = mostly below about 14%; note: read at 38.3 µM for the half of the compounds with a filed dose; 0% is about no effect
Pf growth 48h: Primary qHTS for delayed death inhibitors of the malarial parasite plastid, 48 hour incubation; Potency, µM (doses to about 28.7 µM), for the others: at the highest dose activity change, negative = inhibition, usual class: inhibitors; 310,000 tested, 5.9% active; P. falciparum luciferase growth in erythrocytes, 48 h; note: potency is the fitted concentration of half-maximal effect; % is set by controls: 0 for no effect and ±100 for the full control effect
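Here the parasites carry a stable luciferase gene and grow inside erythrocytes in Albumax-based RPMI medium with compound for one erythrocytic cycle. Activity is scored as loss of luminescent signal.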
Numbers without * were called inactive; ? = inconclusive; . = no result given; & = joins results of further samples; [ ] = remark or other dose. Unless noted, calls come from the whole dose curve; as a rule, active = well fitted curve in the direction sought with a large enough effect; inconclusive = small, poorly fitted or top-dose-only effect, or another doubt; inactive = no such curve, though single readings can be large; an effect the other way counts as inactive or inconclusive.

Fields – Giardia FBPA inh	Shiga toxin inh	Pf growth 96h	Sm TGR inh	CHX counter	Pf growth 48h
CC1(CCc2ccccc2)NC(=O)N(Cc2cc([N+](=O)[O-])cc3c2OCOC3)C1=O (configuration not stated)
    6%	-9	-30%[5.75 µM]	0%	-2	?
O=C(NCC1CCCO1)c1cccs1 (configuration not stated)
    5%	-9	?	7%[11.4 µM]	-3	.
CC(C)CN(C(=O)CN1CCCCCC1)c1c(N)n(CC(C)C)c(=O)[nH]c1=O
    14%	-5	?	-1%	11	-11%
Cc1cc(C)n(CC(=O)N/N=C/c2ccc([N+](=O)[O-])s2)n1
    1%	41	14%	-26%	-2	?
O=C1OC(N2C(=O)CC[C@H]2C(=O)Nc2ccc(F)c(F)c2)c2ccccc21 (some centres not stated)
    8%	19	41%[activator]	-15%	-1	-5%
C=CCN1N=C(c2ccc(Cl)s2)CSC1=O
    0%	-6	42%[activator]	?	-1	0%
COc1cccc(OC)c1C(=O)NC(=O)Oc1c(F)cccc1F
    .	-6	26%	-22%	-2	109%[activator]
O=C(NC1CCN(C(=O)Nc2ccc(F)cc2)CC1)c1cccc(F)c1
    1%	-12	0%	-2%	-1	-2%
O=C(O)c1ccccc1-c1ccccc1C(=O)NCc1cccnc1
    7%	-4	1%	-2%	-1	4%
CC(=O)NC(Cc1ccc(N(CCCl)CCCl)cc1)C(=O)NC(C(=O)O)C(C)C (configuration not stated)
    -8%	18	-41%	.	-5	0%
O=C(Oc1ccccc1C(=O)O)c1ccccc1O
    6%	.	-2%	.	.	-1%
CC(C)(C)c1cc(C(=O)N/N=C/c2cc3c(cc2Br)OCO3)n[nH]1
    .	11	?	-4%	8	?
Cc1ccsc1-c1n[nH]c(=S)n1CC(C)C
    -11%	-9	7%	5%	-2	2%
O=C(CSCc1ccco1)c1cccs1
    -12%	82*	154%[activator]	?	39*	.
O=c1[nH]c2ccc(S(=O)(=O)N3CCN(C4CCCCC4)CC3)cc2[nH]c1=O
    14%	-9	?	-2%	-4	3%
CCCCc1ccc(NC(=S)N2CCN(C(=O)OCC)CC2)cc1
    7%	21	0%	4%	-1	?
CCCCn1nnnc1NCc1cc(Cl)c(OC)c(OC)c1
    2%	31	12%	.	-1	?
Cc1ccc(C(=O)NCC(=O)NCCSc2ccc(Br)cc2)cc1
    .	.	22%	3%	.	-30%
CC1CCCN(c2ccc(C(=O)NCCc3ccccc3)cn2)C1 (configuration not stated)
    -4%	78*	.	-1%	67*	-9%
COc1cccc2[nH]c3c(N4CCCC(C)C4)ncnc3c12 (configuration not stated)
    -12%	40	?	14%	19	?

Limited to Pf growth 48h and Shiga toxin inh (2 entries from above):
| Molecule | Pf growth 48h | Shiga toxin inh |
| --- | --- | --- |
| Cc1ccc(C(=O)NCC(=O)NCCSc2ccc(Br)cc2)cc1 | -30% | . |
| CC1CCCN(c2ccc(C(=O)NCCc3ccccc3)cn2)C1 (configuration not stated) | -9% | 78* |

Following part.
Fields – Giardia FBPA inh	Shiga toxin inh	Pf growth 96h	Sm TGR inh	CHX counter	Pf growth 48h
Cc1ccc(C(C)(O)CS(=O)(=O)Cc2ccccc2)cc1 (configuration not stated)
    16%	19	-1%	?	16*	-92%[0.00184 µM]
Cc1cc(=O)oc2c3c(cc(OCC(=O)NCC(=O)O)c12)OC(C)(C)CC3
    -15%	11	11%	9%	6	-7%
CN(Cc1ccccc1Cl)C(=O)C1CC(=O)N(c2ccc3c(c2)OCCO3)C1 (configuration not stated)
    .	.	4%	-6%	.	-13%
C[C@@H](NC(=O)[C@@H]1Cc2ccccc2CN1)C(=O)NC1CCCCC1
    .	14	10%	-20%	9	-8%
CCCNc1nc(N2CCOCC2)nc(N2CCOCC2)n1
    0%	-13	74%[activator]	-6%	-3	-5%
O=C(CCc1ccc(S(=O)(=O)N2CCOCC2)cc1)N/N=C/c1ccc(O)c(O)c1O
    ?	6	0%	-32%	-2	2%
CCOCCCNC(=O)CSc1nnc(-c2ccc(S(=O)(=O)N3CCCC3)cc2)n1C
    -4%	-7	-21%	2%	2	-17%
Cc1c(C(=O)N2CCCCC2)c(S(=O)(=O)N2CCN(c3ccc(Cl)cc3)CC2)c(C)n1C
    2%	-14	-6%	9%	-2	?
CCc1ccccc1NC(=O)C(C#N)Cc1cccnc1 (configuration not stated)
    1%	-3	.	0%	-3	-12%
COc1ccc(N2CC(C(=O)N[C@@H](C)C(=O)NC3CCCCC3)CC2=O)cc1 (some centres not stated)
    -2%	-9	18%	0%	-6	20%
CCOC(=O)c1cnc2nc[nH]n2c1=O
    -11%	9	12%	-12%	-2	21%
O=C(CSc1nnnn1-c1ccccc1)NCc1cccs1
    2%	14	29%	10%	3	0%
O=C(O)c1ccc(Cl)c(S(=O)(=O)NC(Cc2c[nH]c3ccccc23)C(=O)O)c1 (configuration not stated)
    -21%	-1	23%	-12%	-1	.
Cc1nn(-c2nc(-c3ccco3)cc(C(F)(F)F)n2)c(C)c1Cl
    5%	-25	37%[activator]	-2%	-3	10%
CCOc1ccc(N(C(=O)c2cnsn2)C(C(=O)NC2CCCCC2)c2ccncc2)cc1 (configuration not stated)
    -8%	-6	1.2µM*	-9%	2	?
C=CCN(c1ccc(C(=O)Nc2cccc([N+](=O)[O-])c2)cc1)S(C)(=O)=O
    -3%	0	?	-13%	-1	9%
CC(=O)c1cccc(N2C(=O)C3C(C(=O)Nc4cc(C)on4)C4(C)C=CC3(O4)C2C(=O)NC(C)(C)C)c1 (configuration not stated)
    6%	-8	3%	-12%	0	-11%
Cc1ccc2[nH]c(=O)c(CN(CCCO)S(=O)(=O)c3cccc4nsnc34)cc2c1
    -3%	-3	64%[activator]	1%	-5	-18%
Cc1ccc(OCC(=O)OCc2nc3scc(-c4ccccc4)c3c(=O)[nH]2)cc1C
    .	.	3%	-11%	.	3%
COc1ccc(S(=O)(=O)N2CCN(C(=O)c3ccc4ccccc4n3)CC2)cc1
    .	.	?	-28%	.	?
CCOC(=O)CC(=O)CSc1[nH]c(=O)cc(C)c1C#N
    -29%	12	-27%	2%	-3	14%
Cc1ccc(NC(=O)CSc2nc(=O)cc(N)n2CCc2ccccc2)cc1
    2%	-4	0%	0%&0%	-2	?
CCOC(=O)c1ccccc1NC(=O)c1ccccc1SC
    1%	-8	-16%	6%	-2	?
CC(=O)c1ccc(NC(=O)CSc2nnc(Cn3cnc4ccccc43)o2)cc1
    10%	7	?	0%	-3	16%
COc1ccc(S(=O)(=O)N2CCCOC2CNC(=O)C(=O)NCc2ccccn2)cc1 (configuration not stated)
    9%	0	-4%	-4%	-5	-13%
COc1ccc(-c2cc(C(=O)O)[nH]n2)cc1OC
    3%	-4	?	8%	-1	8%
CCOc1cc(/C=C2/NC(=O)N(CC(=O)Nc3cccc(C)c3)C2=O)ccc1OCC(N)=O
    -2%	-15	?	.	-4	?
Cc1cccc(OCCCC(=O)Nc2ccc(S(=O)(=O)Nc3nccs3)cc2)c1C
    -27%	-5	3.7µM*	2%	-2	3%
Cc1cc(NS(=O)(=O)c2ccc(NC(=O)c3ccccc3C)cc2)no1
    -2%	3	31%[activator]	-2%	-2	0%
Cc1cc(NC(=O)CN2CCN(c3ccc(O)cc3)CC2)no1
    .	-15	9.3µM*	-4%	-4	?
CCc1cccc(CC)c1NC(=O)CSc1nnc(C2CC2)n1C
    7%	-6	-1%	-6%	-4	7%
Cn1ncc(Br)c1C(=O)N1CCc2ccccc21
    -11%	16	-8%	?	-2	0%
CC(C)C(NC(=O)COc1ccc2ccccc2c1)C(=O)N/N=C/C=C/c1ccccc1 (configuration not stated)
    2%	-7	29%	1%	-2	.
CC(C)(C)NC(=O)C12CC3CC(CC(Cl)(C3)C1)C2
    5%	-17	?	2%	-4	9%
Cc1ccc(Cl)cc1NC(=O)CNCC(c1ccccc1)N(C)C (configuration not stated)
    ?	-8	11%	0%	-3	?
COC(=O)c1ccc(C2=NOC(C)(c3sc(-c4ccc(Cl)cc4)nc3C)C2)cc1 (configuration not stated)
    7%	33	28%	?	9	11%
Cc1cccc(C)c1OCc1cc(C(=O)N(C)Cc2cc(C3CC3)n[nH]2)no1
    10%	50*	5%	4%	32*	?
Cc1ccccc1-c1nc(C#N)c(N2CCC(C)CC2)o1
    -4%	46*	57%[activator]	14%	24*	39%[activator]
CCC(COC(=O)c1cc(OC)c(OC)c(OC)c1)(c1ccccc1)N(C)C (configuration not stated)
    -4%&-13%	-7	?	-1%&4%	2	15µM*
COCC(C)NC(=O)c1noc2c1CCc1cc(OC)ccc1-2 (configuration not stated)
    -27%	83*	2%	-17%	33*	144%[activator]

2 entries from above, as tab-separated lines:
mol	Giardia FBPA inh	Shiga toxin inh	Pf growth 96h	Sm TGR inh	CHX counter	Pf growth 48h
CC(C)C(NC(=O)COc1ccc2ccccc2c1)C(=O)N/N=C/C=C/c1ccccc1 (configuration not stated)	2%	-7	29%	1%	-2	.
CC(C)(C)NC(=O)C12CC3CC(CC(Cl)(C3)C1)C2	5%	-17	?	2%	-4	9%

Other results.
Fields – Giardia FBPA inh	Shiga toxin inh	Pf growth 96h	Sm TGR inh	CHX counter	Pf growth 48h
O=C(CN1CCCC1)Nc1ccc2c(c1)CCC2
    ?	35*	-5%	6%	23*	51%[activator]
CCOc1ccc(Cc2nnc(SCC(=O)Nc3ccccc3)n(N)c2=O)cc1
    .	.	?	6%	.	?
O=CNc1ccc(OP(=O)(Oc2ccccc2)Oc2ccccc2)cc1
    10%	-15	39%[activator]	-10%	-3	4%
Cc1ccc(NC(=O)C2CCN(c3ncnc4c3nc3n4CCCCC3)CC2)cc1Cl
    -20%	-6	29%	-14%	-9	-42%
CC(NC(=O)OCc1ccccc1)C(=O)NCC1CCCO1 (configuration not stated)
    1%	-8	-24%	-3%	-4	-2%
Cc1ccsc1C(=O)OCC(=O)Nc1sccc1C(N)=O
    0%	65*	275%[activator]	4%	42*	105%[activator]
CCN(CC)S(=O)(=O)c1ccc(O)c(NC(=O)c2ccc(N3CCOCC3)c([N+](=O)[O-])c2)c1
    4%	-2	?	1%	-5	?
CC(NC(=O)CNC(=O)C1CCCCC1)c1cccc(Cl)c1 (configuration not stated)
    10%	13	38%[activator]	4%	-1	-4%
N/C(=N\OC(=O)/C=C/c1ccccc1)c1ccc(Br)cc1
    7%	6	4%	-1%	1	5%
CCN(CC)S(=O)(=O)c1ccc2c(c1)[nH]c(=S)n2CC
    6%	-1	?	2%	-3	?
O=C(c1noc2c1CCCC2)N1CCc2ccccc2C1
    8%	67*	36%[activator]	-3%	41*	59%[activator]
O=C(Nc1ccccc1)c1ccccc1N=Cc1cccc(O)c1
    4%	7	15%	.	1	?
COC(=O)C1Cc2c([nH]c3ccccc23)CN1 (configuration not stated)
    .	37	101%[activator]	?	19	31%[activator]

Assay outcomes: PubChem BioAssay, National Center for Advancing Translational Sciences (NCATS)

Random draw from the library; about 24% have a hit in one of these screens.
